Sm TGR block – inhibitors of Schistosoma mansoni thioredoxin glutathione reductase | Q962Y6 | purified TGR, DTNB reduction, TNB absorbance 405 nm | Potency, µM (series often up to 114 µM), without a hit: top-dose activity change, negative = inhibition, hits mostly inhibitors | 360,000 compounds, 3% hits; also: potency is read from the fitted curve at half-maximal effect; % is scaled to controls: 0 for no effect and ±100 for the full control effect; nearly all actives have a fitted effect of over 60% in size
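Kinetic colorimetric format: TGR-catalysed, NADPH-driven DTNB reduction monitored via TNB absorbance. Enzyme dispensed at 20 nM; compound exposure 15 min at room temperature before reaction start.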
Pf growth 96h – P. falciparum growth inhibition at 96 hour, primary screen for plastid delayed-death inhibitors | Potency, µM (highest dose often 28.7 µM), inactives show at the highest dose activity change, negative = inhibition, actives largely listed as inhibitors | 320,000 compounds, 6.9% hits | P. falciparum luciferase reporter growth, 96 h; also: potency is read from the fitted curve at half-maximal effect; % is scaled to controls: 0 for no effect and ±100 for the full control effect
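Cell-based qHTS: luciferase-tagged P. falciparum in erythrocytes (2% hematocrit, 0.05% parasitemia final) incubated with compounds for 96 hours, 37 C, 5% CO2; luciferase detection reagent then added and luminescence measured.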
Pf growth 48h – inhibits P. falciparum growth in the first generation, 48 h | P. falciparum luciferase growth in erythrocytes, 48 h | Potency, µM (titrated, usually from 28.7 µM), without a hit: top-dose activity change, negative = inhibition, hits mostly inhibitors | 310,000 compounds, 5.9% hits | AID 504832; also: potency is read from the fitted curve at half-maximal effect; % is scaled to controls: 0 for no effect and ±100 for the full control effect
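Luciferase-expressing P. falciparum in infected erythrocytes (2% hematocrit, 0.1% parasitemia final) in RPMI 1640/0.5% Albumax were exposed to compound for 48 hours at 37 C, 5% CO2; growth read as luminescence.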
FBPA Giardia inh – inhibitors of Giardia lamblia fructose-1,6-bisphosphate aldolase. AID 2451. 290,000 compounds, 0.71% hits. purified Giardia FBPA. Potency, µM (titrated, usually from 59.6 µM), without a hit: top-dose activity, negative = inhibition, most hits filed as inhibitors; also: potency is read from the fitted curve at half-maximal effect; % is scaled to controls: 0 for no effect and ±100 for the full control effect; nearly all actives have a fitted effect of over 55% in size
Target sequence (A8B2U2 whole entry, looked up): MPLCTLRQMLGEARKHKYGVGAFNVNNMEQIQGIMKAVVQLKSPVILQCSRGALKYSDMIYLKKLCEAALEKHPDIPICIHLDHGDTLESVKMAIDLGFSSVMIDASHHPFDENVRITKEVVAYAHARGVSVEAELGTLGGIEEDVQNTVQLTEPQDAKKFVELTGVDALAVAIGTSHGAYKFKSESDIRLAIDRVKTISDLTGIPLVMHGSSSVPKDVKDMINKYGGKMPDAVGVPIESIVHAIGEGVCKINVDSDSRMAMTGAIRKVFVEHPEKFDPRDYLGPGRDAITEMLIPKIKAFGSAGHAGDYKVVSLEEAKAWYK
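40 nM FBPA preincubated 10 min at RT with compound (up to 57.5 uM final), then substrate plus GAPDH/TPI/NAD/arsenate coupling and diaphorase/resazurin added. Fluorescence read after 20 min at RT, 525/598 nm.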
Shiga inhibitor – Shiga toxin inhibition | Vero cells, Shiga toxin protein synthesis inhibition reporter | inhibition, % at 38.7 µM | 290,000 compounds, 9.2% hits; in the data active = inhibition mostly above about 28%, no sharp cut-off; inactive = mostly below about 43%; also: 0% is about no effect
CHX counter – affects cycloheximide protein synthesis inhibition readout, counter-screen; cell reporter, cycloheximide protein synthesis inhibition counterscreen; max response, %; 300,000 compounds, 12% hits; in the data active = max response mostly above about 13%, no sharp cut-off; inactive = mostly below about 14%; also: read at 38.3 µM for the half of the compounds with a filed dose; 0% is about no effect
* hit, by the source's call; [ ] = another dose, or the depositor's remark. Unless noted, calls follow the shape of the dose curve; as a rule, active = well fitted curve in the direction sought with a large enough effect; inconclusive = small, poorly fitted or top-dose-only effect, or another doubt; inactive = no such curve, though single readings can be large; an effect the other way counts as inactive or inconclusive.

For Cc1cc(C)cc(C(=O)N(NC(=O)Nc2ccc(Cl)cc2)C(C)(C)C)c1 the results were Sm TGR block 3%, Pf growth 96h inconclusive, Pf growth 48h -12%, FBPA Giardia inh 4%, Shiga inhibitor 8 and CHX counter -2.
CN(CC(=O)Nc1ccc(Cl)c(C(F)(F)F)c1)C(=O)Cc1cccs1 was read as Sm TGR block -18%, Pf growth 96h -12%, Pf growth 48h inconclusive, Shiga inhibitor -5 and CHX counter 0.
Screening Cn1c(=O)oc2cc(S(=O)(=O)NCCC(=O)Nc3ccc4c(c3)OCCO4)ccc21 returned Sm TGR block -2%, Pf growth 48h 4%, FBPA Giardia inh -1%, Shiga inhibitor 14 and CHX counter 20*.
`CN1/C(=C\C=[N+](C)c2ccccc2)C(C)(C)c2ccccc21` gave Sm TGR block -3%, Pf growth 96h 2.1µM*, Pf growth 48h 0.41µM*, FBPA Giardia inh -1%, Shiga inhibitor -13 and CHX counter 1.
For Cc1ccc(NCN2C(=O)C3C4CCC(C4)C3C2=O)cc1 (stereo not drawn) the results were Sm TGR block -4%, Pf growth 48h 3%, FBPA Giardia inh 5%, Shiga inhibitor -24 and CHX counter -2.
`O=C(CCNS(=O)(=O)c1cccs1)Nc1nccs1` gave Sm TGR block -28%, Pf growth 96h 26%, Pf growth 48h 25%, FBPA Giardia inh 5%, Shiga inhibitor -22 and CHX counter -2.
For Clc1ccc(SCCOCCN2CCCCCC2)cc1 the results were Sm TGR block -54%, Pf growth 96h inconclusive, Pf growth 48h inconclusive, FBPA Giardia inh inconclusive and CHX counter -1.
`O=C(NC1CCCCC1)C(c1ccco1)N(C(=O)C(F)(F)F)C1CC1` (stereo not drawn) gave Sm TGR block -17%, Pf growth 96h inconclusive, Pf growth 48h -6%, FBPA Giardia inh 6%, Shiga inhibitor -2 and CHX counter -2.
Screening O=C1NC2=C(C(=O)CCC2)C(c2ccccc2)N1 (stereo not drawn) returned Sm TGR block -12%, Pf growth 96h 43%[activator], Pf growth 48h 0%, FBPA Giardia inh 3%, Shiga inhibitor -5 and CHX counter -5.
COc1cc(/C=N/NS(=O)(=O)c2ccc(C)cc2)ccc1OCc1cccc(C(=O)O)c1 was read as Pf growth 96h inconclusive, Pf growth 48h 122%[activator], FBPA Giardia inh 14%, Shiga inhibitor 183* and CHX counter 54*.

An excerpt from above in order of heavy-atom count, lowest first:
Screening O=C1NC2=C(C(=O)CCC2)C(c2ccccc2)N1 (stereo not drawn) returned Sm TGR block -12%, Pf growth 96h 43%[activator], Pf growth 48h 0%, FBPA Giardia inh 3%, Shiga inhibitor -5 and CHX counter -5.
For Clc1ccc(SCCOCCN2CCCCCC2)cc1 the results were Sm TGR block -54%, Pf growth 96h inconclusive, Pf growth 48h inconclusive, FBPA Giardia inh inconclusive and CHX counter -1.
COc1cc(/C=N/NS(=O)(=O)c2ccc(C)cc2)ccc1OCc1cccc(C(=O)O)c1 was read as Pf growth 96h inconclusive, Pf growth 48h 122%[activator], FBPA Giardia inh 14%, Shiga inhibitor 183* and CHX counter 54*.

Continuation.
CCCCC(CC)C(=O)Nc1cc(C(=O)NCc2ccc(C)cc2)ccc1N1CCC2(CC1)CC(c1cccc(Br)c1)=NO2 (stereo not drawn) was read as Sm TGR block -5%, Pf growth 96h 2.1µM* and Pf growth 48h 2.3µM*.
O=C(O)C1CCN(c2ccc(S(=O)(=O)N3CCCCC3)cc2[N+](=O)[O-])CC1 was read as Sm TGR block -5%, Pf growth 96h -3% and Pf growth 48h -24%.
`O=C(Cn1c(-c2ccccc2)c[n+]2ccsc12)c1ccccc1` gave Sm TGR block 1%, Pf growth 96h inconclusive, Pf growth 48h inconclusive, FBPA Giardia inh 3%, Shiga inhibitor -2 and CHX counter 3.
Screening COc1cccc2cc(C(=O)NCc3ccc(C)cc3)c(=N)oc12 returned Sm TGR block inconclusive, Pf growth 96h inconclusive, Pf growth 48h 3%, FBPA Giardia inh -9%, Shiga inhibitor 16 and CHX counter 4.
Screening Cc1c(NS(=O)(=O)c2cccc(C(=O)OCC(=O)N(C)C3CCCCC3)c2)c(=O)n(-c2ccccc2)n1C returned Sm TGR block 2%, Pf growth 96h inconclusive, Pf growth 48h -7%, FBPA Giardia inh 11%, Shiga inhibitor -9 and CHX counter -3.
For CCOC(=O)C(=CNc1ccc(C(F)(F)F)cc1Cl)C(=O)OCC the results were Sm TGR block 25%, Pf growth 96h 1%, Pf growth 48h -7%, FBPA Giardia inh -2%, Shiga inhibitor 23 and CHX counter -1.
`O=C(O)c1ccc(NS(=O)(=O)c2ccc(Cl)c(Cl)c2)cc1O` gave Sm TGR block -5%, Pf growth 48h -20%, FBPA Giardia inh inconclusive, Shiga inhibitor -12 and CHX counter -2.
`O=C(OCC(=O)N1CCCCCC1)c1ccc(S(=O)(=O)N2CCOCC2)cc1` gave Sm TGR block 1%, Pf growth 96h 55%[activator], Pf growth 48h 28%, FBPA Giardia inh 16%, Shiga inhibitor -3 and CHX counter -2.
`Cc1[nH]nc2c1C(c1cccs1)C1=C(CCCC1=O)N2` (stereo not drawn) gave Sm TGR block -26%, Pf growth 96h -4%, Pf growth 48h -15%, FBPA Giardia inh 0%, Shiga inhibitor -9 and CHX counter -1.
CCOC(=O)c1ccc(NC(=O)CSc2nnc(Cn3c(=O)sc4ccccc43)n2C)cc1 was read as Sm TGR block -4%, Pf growth 96h 61%[activator], Pf growth 48h 5%, FBPA Giardia inh 1%, Shiga inhibitor -12 and CHX counter -4.
For O=C(OCc1ccco1)c1cccnc1 the results were Sm TGR block inconclusive, Pf growth 96h 261%[activator], Pf growth 48h -5%, FBPA Giardia inh 2%, Shiga inhibitor -4 and CHX counter -3.
`Cc1nn(CC(=O)N2CCN(S(=O)(=O)c3ccccc3)CC2)c(C)c1[N+](=O)[O-]` gave Sm TGR block 3%, Pf growth 96h -8% and Pf growth 48h 14%.
Screening Cc1cc(CN2CCCC(C(=O)Nc3cccc(-n4cccn4)c3)C2)cc(C)c1O (stereo not drawn) returned Sm TGR block -10%, Pf growth 96h 33%[activator], Pf growth 48h inconclusive, FBPA Giardia inh -5%, Shiga inhibitor -3 and CHX counter -2.
`O=C(CSc1nc2c(c(=O)n1-c1ccc(Cl)cc1)SCC2)NCC1CCCO1` (stereo not drawn) gave Sm TGR block -2%, Pf growth 48h inconclusive, FBPA Giardia inh -10%, Shiga inhibitor -6 and CHX counter -2.
Screening O=C(CNS(=O)(=O)N1CCOCC1)N/N=C/c1cccnc1 returned Sm TGR block -5%, Pf growth 96h inconclusive, Pf growth 48h 1%, FBPA Giardia inh -1%, Shiga inhibitor 7 and CHX counter 0.
For Cc1cc2c(n1-c1ccc(C(N)=O)cc1)CC(C)(C)CC2=O the results were Sm TGR block -8%, Pf growth 96h inconclusive, Pf growth 48h inconclusive, FBPA Giardia inh -1%, Shiga inhibitor -6 and CHX counter -2.
`Cc1ccc(OCc2cc(C(=O)N3CCN(C4CCCC4)CC3)no2)cc1C` gave Sm TGR block inconclusive, Pf growth 96h 0%, Pf growth 48h -1%, Shiga inhibitor 53* and CHX counter 42*.
For CCOC(=O)/C=c1\s/c(=C\c2sccc2C)c(=O)n1CC(=O)NCc1ccc(C)cc1 the results were Pf growth 96h 8%, Pf growth 48h -3%, FBPA Giardia inh 8%, Shiga inhibitor -6 and CHX counter -2.
CCOC(=O)CNc1c(-c2ccc(O)cc2)nc2ccccn12 was read as Sm TGR block 7%, Pf growth 96h 14%, Pf growth 48h 38%[activator], FBPA Giardia inh -16%, Shiga inhibitor 17 and CHX counter -2.
`c1ccc(COc2ccc(OCCCNC3CCCC3)cc2)cc1` gave Sm TGR block -26%, Pf growth 48h inconclusive, FBPA Giardia inh -7%, Shiga inhibitor 53 and CHX counter 25*.

The list goes on (3 carried over from the part before).
For CCOC(=O)/C=c1\s/c(=C\c2sccc2C)c(=O)n1CC(=O)NCc1ccc(C)cc1 the results were Pf growth 96h 8%, Pf growth 48h -3%, FBPA Giardia inh 8%, Shiga inhibitor -6 and CHX counter -2.
CCOC(=O)CNc1c(-c2ccc(O)cc2)nc2ccccn12 was read as Sm TGR block 7%, Pf growth 96h 14%, Pf growth 48h 38%[activator], FBPA Giardia inh -16%, Shiga inhibitor 17 and CHX counter -2.
`c1ccc(COc2ccc(OCCCNC3CCCC3)cc2)cc1` gave Sm TGR block -26%, Pf growth 48h inconclusive, FBPA Giardia inh -7%, Shiga inhibitor 53 and CHX counter 25*.
Screening CC(C)CC1NC(=O)N(CC(=O)N2CCCc3ccccc32)C1=O (stereo not drawn) returned Sm TGR block 2%, Pf growth 96h 26%, Pf growth 48h 6%, FBPA Giardia inh 0%, Shiga inhibitor 36 and CHX counter 16.
Screening Cc1cc(NC(=O)c2ccco2)ccc1NC(=O)c1ccco1 returned Sm TGR block -1%, Pf growth 96h 88%[activator], Pf growth 48h 45%[activator], FBPA Giardia inh -7%, Shiga inhibitor 71* and CHX counter 22.
`COc1ccc2[nH]c(C(=O)NCc3ccccc3)c(C)c2c1` gave Sm TGR block 9%, Pf growth 96h 19%, Pf growth 48h 27%, FBPA Giardia inh -2%, Shiga inhibitor 23 and CHX counter 15.
`CC(C)NC(=O)CN(Cc1ccccc1)S(=O)(=O)c1ccccc1` gave Sm TGR block -2%, Pf growth 96h 44%[activator], Pf growth 48h -11%, FBPA Giardia inh -7%, Shiga inhibitor -4 and CHX counter -2.
`Clc1ccc(CCNCc2ccncc2)c(Cl)c1` gave Sm TGR block 28µM*, Pf growth 96h 114%[activator], Pf growth 48h -12%, FBPA Giardia inh inconclusive, Shiga inhibitor 26 and CHX counter 4.
Screening CN(C)S(=O)(=O)c1cc(NC(=O)CNCc2ccccc2)ccc1Cl returned Sm TGR block 1%, Pf growth 96h inconclusive, Pf growth 48h -11%, FBPA Giardia inh inconclusive, Shiga inhibitor 67* and CHX counter 41*.
`CNC(=O)NC(=O)Cn1nc2n(c1=O)-c1ccccc1SC2` gave Sm TGR block -1%, Pf growth 96h -2%, Pf growth 48h 48%[activator], FBPA Giardia inh 4%, Shiga inhibitor 12 and CHX counter 1.
For CCC(C)NC(=O)c1c(N)n(CC2CCCO2)c2nc3ccccc3nc12 (stereo not drawn) the results were Sm TGR block -11%, Pf growth 96h 13µM*, Pf growth 48h 12µM*, FBPA Giardia inh inconclusive, Shiga inhibitor -23 and CHX counter -3.
For Cc1ccc(-c2nc3ccccn3c2C=O)cc1 the results were Sm TGR block -12%, Pf growth 96h inconclusive, Pf growth 48h 53%[activator], FBPA Giardia inh 0%, Shiga inhibitor 66* and CHX counter 32*.
C/C(=N/N1CCN(Cc2cccc3ccccc23)CC1)c1ccco1 was read as Sm TGR block -19%, Pf growth 96h 2%, Pf growth 48h 1%, FBPA Giardia inh 8%, Shiga inhibitor 17* and CHX counter 11.
`O=C(Cc1ccccc1[N+](=O)[O-])OCC(=O)c1c[nH]c2ccccc12` gave Sm TGR block 5%, Pf growth 96h 19% and Pf growth 48h 37%[activator].
Screening CCOc1ccc(C2C(C(=O)c3ccco3)=C(O)C(=O)N2CCCn2ccnc2)cc1 (stereo not drawn) returned Sm TGR block -20%, Pf growth 48h 48%[activator], FBPA Giardia inh -21%, Shiga inhibitor active and CHX counter 33*.
Screening COC(=O)c1c(NC(=O)Cc2ccccc2)sc(C)c1C returned Sm TGR block -33%, Pf growth 96h 4%, FBPA Giardia inh 7%, Shiga inhibitor -4 and CHX counter 2.
`COC(=O)c1ccc(NC(=S)NCCCn2ccnc2)cc1` gave Pf growth 96h -16%, Pf growth 48h -15%, FBPA Giardia inh -1%, Shiga inhibitor -3 and CHX counter -3.
Screening Cc1nn(C)c(C)c1/C=C(\C#N)C(N)=O returned Sm TGR block -1%, Pf growth 96h 1%, Pf growth 48h -12%, FBPA Giardia inh 4%, Shiga inhibitor 4 and CHX counter -3.
